Compound activity from PubChem.
TR SRC2 fluor cs = counter-screen for TRb-SRC2 inhibitors: fluorescence interference; hit rate 0.29% among 280,000; TRb/SRC2 Texas Red total fluorescence interference; AID 1479; Potency, µM (doses to about 106 µM), without a hit: top-dose fluorescence change, negative = quenching; active = well fitted curve in either direction with a large enough effect; inconclusive = small, poorly fitted or top-dose-only effect
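Human TRβ ligand-binding domain (0.6 uM) and Texas Red SRC2 peptide (20 nM) in Tris buffer with 1 uM T3 and 5% DMSO were incubated with pinned compound for 5 hr at ambient temperature. Total fluorescence was computed as S + 2P (555/632 nm).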
ALDH1A1 inh = inhibitors of human aldehyde dehydrogenase 1A1 | AID 1030 | hit rate 7.3% among 220,000 | Purified ALDH1A1, NADH fluorescence, propionaldehyde substrate | Potency, µM (highest dose often 75.3 µM), for the others: top-dose activity, negative = inhibition, usual class: inhibitors; active = well fitted inhibition curve with a large enough effect, not every such curve was filed as active; inconclusive = small, poorly fitted or top-dose-only effect, or another doubt; inactive = no such curve, though single readings can be large or run the other way;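 also: plate controls were no enzyme wells and a reference inhibitor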
L3MBTL1 block = blocks human L3MBTL1 | Q9Y468 | AlphaScreen L3MBTL1–H3K9me1 peptide binding | Potency, µM (top dose mostly 57.1 µM), without a hit: at the highest dose activity, negative = inhibition, hits mostly inhibitors | hit rate 0.66% among 230,000 | AID 485360; also: nearly all actives have a fitted effect of over 60% in size
Target sequence (Q9Y468 whole entry, looked up): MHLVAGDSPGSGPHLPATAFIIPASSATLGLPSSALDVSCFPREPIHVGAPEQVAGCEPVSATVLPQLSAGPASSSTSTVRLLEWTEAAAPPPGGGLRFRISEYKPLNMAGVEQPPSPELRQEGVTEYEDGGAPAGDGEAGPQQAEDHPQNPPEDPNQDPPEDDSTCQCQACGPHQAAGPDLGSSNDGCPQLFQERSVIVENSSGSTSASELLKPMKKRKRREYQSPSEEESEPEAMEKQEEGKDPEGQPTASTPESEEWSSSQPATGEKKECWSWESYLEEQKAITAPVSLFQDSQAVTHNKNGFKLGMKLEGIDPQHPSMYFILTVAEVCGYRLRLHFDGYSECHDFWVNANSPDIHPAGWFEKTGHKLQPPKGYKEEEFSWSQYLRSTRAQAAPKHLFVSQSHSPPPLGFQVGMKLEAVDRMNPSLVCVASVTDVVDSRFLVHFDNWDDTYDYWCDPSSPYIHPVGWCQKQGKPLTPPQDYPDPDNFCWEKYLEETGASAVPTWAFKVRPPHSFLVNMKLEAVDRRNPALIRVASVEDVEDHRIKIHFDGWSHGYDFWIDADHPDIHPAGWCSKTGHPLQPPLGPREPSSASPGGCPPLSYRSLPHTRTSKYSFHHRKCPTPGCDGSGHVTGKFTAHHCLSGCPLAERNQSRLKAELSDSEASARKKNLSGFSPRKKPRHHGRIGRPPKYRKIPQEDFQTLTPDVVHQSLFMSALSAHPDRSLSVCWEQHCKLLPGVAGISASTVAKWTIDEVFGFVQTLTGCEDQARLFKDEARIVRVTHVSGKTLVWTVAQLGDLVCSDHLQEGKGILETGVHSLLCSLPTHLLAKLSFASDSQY
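L3MBTL1 (50 nM) pre-complexed 30 min with biotinylated H3(1-15)K9me1 peptide (75 nM), then compounds added for 30 min at room temperature; AlphaScreen streptavidin donor/nickel chelate acceptor beads (10 ug/mL final) read after 30 min dark incubation.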
Tau fibril FP = blocks human tau fibril formation measured by polarization; K18 P301L tau heparin fibrillization, Alexa594 FP, 6 h; Potency, µM (titrated, usually from 57.7 µM), inactives show top-dose activity, negative = inhibition, actives largely listed as inhibitors; hit rate 0.39% among 280,000; also: nearly all actives have a fitted effect of over 55% in size
Target sequence (P10636 561-689 P618L limits assumed): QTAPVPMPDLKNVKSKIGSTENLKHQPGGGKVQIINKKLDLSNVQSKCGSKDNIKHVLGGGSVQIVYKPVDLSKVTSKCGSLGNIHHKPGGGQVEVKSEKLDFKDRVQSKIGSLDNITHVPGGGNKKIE
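K18 P301L tau (15 uM unlabeled/0.24 uM Alexa 594-labeled, final) + compound + heparin 20 uM final; 100 mM NaOAc pH 7; 6 hr 37 C; ThT 30 uM final added, 1 hr RT; FP ex 555/em 632 nm.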
GLA spleen mod = alpha-galactosidase A (human) modulation; Potency, µM (top dose mostly 80 µM), for inactives: at the top dose activity change, negative = inhibition, usual class: inhibitors; hit rate 0.008% among 240,000; human spleen homogenate, 4MU-alpha-Gal fluorescence, 40 min; P06280; AID 2107;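 also: 0% = enzyme with vehicle and -100% = no enzyme basal signal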
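Human spleen homogenate (1 ug) was the enzyme source, with 4-methylumbelliferyl-alpha-D-galactopyranoside (1 mM final) in pH 5.0 citrate buffer with 0.01% Tween-20. Compounds were titrated; after 40 min at 37C, NaOH/glycine stop, 4-MU fluorescence read; AC50 from Hill fits.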
Tau fibril ThT = blocks human tau fibril formation measured by thioflavin T; Potency, µM (series often up to 57.4 µM), without a hit: at the highest dose activity, negative = inhibition, usual class: inhibitors; AID 1460; recombinant tau K18 P301L, heparin-induced fibrillization, ThT fluorescence; hit rate 2.1% among 270,000; P10636; also: nearly all actives have a fitted effect of over 55% in size
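Heparin-induced fibrillization of the P301L-mutant K18 repeat-domain fragment of human tau was followed by ThT binding in quantitative high-throughput format.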
Tau fluor counter = counter-screen for tau fibril formation inhibitors; tau K18 P301L Alexa594 fluorescence, heparin fibrillization; Potency, µM (highest dose often 57.7 µM), without a hit: at the top dose activity change, negative = decrease; hit rate 0.93% among 280,000; AID 1463; also: nearly all actives have a fitted effect of over 55% in size
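Human tau K18 P301L (15 uM unlabeled, 0.24 uM Alexa 594-labeled) in 100 mM sodium acetate pH 7 with 20 uM heparin, 6 hr at 37 C. ThT 30 uM added, 1 hr ambient; Alexa 594 FP and total fluorescence read at 555/632 nm.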
TRb SRC2 PPI = TRbeta-SRC2 interaction inhibition | Potency, µM (titrated, usually from 106 µM), for the others: top-dose activity change, negative = inhibition, most hits filed as inhibitors | P10828 | hit rate 0.065% among 280,000 | TRbeta-SRC2 peptide binding, fluorescence polarization; receptor liganded with 1 µM T3 | AID 1469;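 also: plate controls were bound peptide for no effect and peptide without receptor for full effect; nearly all actives have a fitted effect of over 50% in size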
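TRb LBD 0.6 uM + Texas Red SRC2 peptide 20 nM, 1 uM T3, Tris buffer w/ 5% DMSO; compound pinned, 5 h RT; FP read ex 555/em 632; normalized to unbound and bound controls.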
An asterisk follows results filed as active; ? = inconclusive; / = no result given; & = joins results of further samples; [ ] = dose if it differs, or a comment. Unless noted, calls follow the shape of the dose curve; as a rule, active = well fitted curve in the direction sought with a large enough effect; inconclusive = small, poorly fitted or top-dose-only effect, or another doubt; inactive = no such curve, though single readings can be large; an effect the other way counts as inactive or inconclusive. Unless noted, % is scaled to controls: 0 for no effect and ±100 for the full control effect; potency is read from the fitted curve at half-maximal effect. Compounds as they come; overall some 8.5% were active at least once.

SMILES	TR SRC2 fluor cs	ALDH1A1 inh	L3MBTL1 block	Tau fibril FP	GLA spleen mod	Tau fibril ThT	Tau fluor counter	TRb SRC2 PPI
COc1ccc(NC(=O)CC2C(=O)N(c3ccc(C)cc3)C(=O)N2C2CCCCC2)cc1 (stereo not given)	1%	/	/	-1%	/	-7%	-19%	4%
CCN(CC)S(=O)(=O)c1ccc(N2CCCC2)c(C(=O)OCC(=O)N2CCCC2)c1	0%	2%	0%	-1%	-8%	-5%	-3%	-12%
CCCOc1ccc(N2CC(C(=O)Nc3ccccn3)CC2=O)cc1 (stereo not given)	-1%	0%	10%	-7%	-3%	-9%	-11%	1%
COc1cc(NS(=O)(=O)c2ccc(NC(=S)NC(=O)CC(C)C)cc2)nc(OC)n1	3%	-18%	7%	2%	1%	-9%	-12%	1%
Cc1oc(-c2ccc(Cl)cc2)nc1CN1CCC(C(=O)NCCCN2CCOCC2)CC1	1%	0%	34%[activator]	-12%	2%	5%	-10%	-12%
O=C(NCc1ccc(Cl)cc1)c1ccc2c(Cl)c3c(nc2c1)CCCC3	-2%	/	/	8%	/	-10%	-11%	2%
COc1ccc2c(c1)c(CC(=O)N1CCOCC1)c(C)n2C(=O)c1ccc(Cl)cc1	-3%&0%&-2%&1%	7%&5%&-15%&8%	/	8%&1%&2%&-6%	13%&2%&6%&5%	-6%&5%&-8%&-5%	-5%&-1%&-8%&-7%	-1%&-1%&-2%&-3%
COc1ccc(CNc2ccc3c(c2)CCC3)cc1OC	1%	?	/	10%	-3%	?	-16%	-1%
O=C(/C=C/NNC(=O)c1ccc(Cl)cc1)c1ccccc1	0%	?	-5%	-1%	-2%	22µM*	-13%	3%
COc1c([N+](=O)[O-])c(=O)n(-c2ccccc2)c2ccccc12	-1%	-1%	-4%	-2%	9%	3%	0%	-1%
Cc1nc2c(C(=O)NCCc3ccc(Cl)cc3)cnn2c(C)c1Cc1ccc(F)cc1	1%	/	/	-2%	/	-11%	-4%	0%
COc1ccccc1CNC(=O)Cn1nnc(-c2ccncc2)n1	0%	-7%	-4%	3%	6%	-7%	-2%	2%
COc1ccc(OCc2nc3c4cc(OC)c(OC)cc4nc(=S)n3[nH]2)cc1	-2%	18%	9%	-11%	-3%	?	-21%	-4%
COc1ccc2[nH]c(=O)c(CN(CC3CCCO3)C(=O)Nc3ccc(F)cc3)cc2c1 (stereo not given)	5%	?	1%	?	6%	0%	-6%	-5%
O=C(NCc1cccc(Cl)c1)c1ccc(CS(=O)Cc2ccccc2Cl)o1 (stereo not given)	-2%	/	/	5%	/	-15%	-12%	2%
O=C(CCCOc1ccccc1)Nc1ccc(Cl)cn1	1%	-5%	4%	0%	7%	-12%	-2%	2%
Cc1ccc(-c2nnc(N3CCN(C(=O)COc4ccccc4)CC3)c3ccccc23)cc1	-5%	28µM*	/	6%	10%	?	-11%	-1%
O=C1N=C(N2CCOCC2)S/C1=C1\C(=O)N(Cc2ccccc2)c2ccccc21	0%	0%	-1%	4%	-5%	?	-4%	-11%
Cc1c(Cc2ccccc2)sc(NC(=O)c2ccco2)c1C(N)=O	-7%	?	4%	-4%	-1%	-4%	-15%	-8%
CC(C)[C@H](NC(=O)CCn1nnc2ccccc2c1=O)C(=O)O	-5%	5%	10%	-1%	-6%	0%	1%	-8%
NC(=O)c1c(NC(=O)c2ccc(S(=O)(=O)N3CCOCC3)cc2)sc2c1CCCCC2	-2%	?	9%	?	0%	-12%	-20%	-2%
COc1cc(C2C(C(=O)Nc3ccc(Cl)cc3)=C(C)Nc3nc(SC)nn32)cc(OC)c1OC (stereo not given)	-4%	/	/	-9%	/	8%	8%	4%
c1ccc(-c2nnc(OCc3cccnc3)c3ccccc23)cc1	-2%	11%	-3%[11.4 µM]	12%	-7%	-13%	3%	0%
CC(/C=C/c1ccccc1)=N/NC(=O)c1cnccn1	0%	-15%	-5%	-6%	0%	?	-7%	2%
CC(=O)NC1CSCC1OC(C)=O (stereo not given)	0%	12%	2%	-5%	-2%	7%	-3%	2%
COc1ccc(OC)c(CCNC(=O)CCc2cn(Cc3cc(C)ccc3C)c3ccccc23)c1	-2%	/	/	?	/	-3%	-6%	1%
CC(C)CNC(=S)NNC(=O)c1csc2c1CCCC2	-2%	-3%	/	-14%	4%	-15%	-22%	5%
CCOC(=O)c1c(C)oc2c1c(C(c1ccccc1)N1CCOCC1)c(O)c1ccccc12 (stereo not given)	1%	3.5µM*	/	11%	8%	2%	1%	5%
O=C(NCCN1CCOCC1)c1cccc(S(=O)(=O)N2CCCCCC2)c1	-2%	5%	7%	-4%	-2%	-3%	0%	-11%
CCOC(=O)Nc1ccc2c(CN3C(=O)NC4(CCCC4)C3=O)cc(=O)oc2c1	-3%	?	?	8%	22%	-8%	-9%	1%
CCOc1ccc(-c2cnc3ccccc3n2)cc1	-3%	/	18%	-5%	6%	?	-24%	6%
CC(=O)c1ccc(NC(=O)c2ccccc2Sc2ncnc3sc(C)c(C)c23)cc1	-1%	-6%	-2%	3%	-3%	-6%	-15%	-5%
CS(=O)(=O)NNC(=O)c1cc2cc3ccccc3nc2s1	-1%	?	-3%	-2%	5%	-3%	-1%	-3%
O=C(NNC(=O)C1CC2CCC1C2)c1ccccc1 (stereo not given)	2%	14%	-2%	3%	-2%	-2%	-1%	-31%
Cc1cc(N2CCOCC2)n2cc(-c3ccc(F)cc3)nc2n1	0%	?	3%	4%	4%	-8%	-1%	-4%
CS(=O)(=O)c1ccc2nc(NC(=O)CCN3C(=O)c4ccccc4C3=O)sc2c1	1%	?	-2%	-7%	-1%	3%	5%	-4%
CC(C)CCNC(=O)CSc1nc2ccsc2c(=O)n1NC(=O)c1ccccc1	2%	2%	2%	-2%	15%	-6%	-8%	-19%
COc1cc(/C=N/NC(=O)C(=O)NCc2cccnc2)ccc1O	1%	7%	4%	3%	-3%	-2%	-1%	1%
Cc1cccc(Cn2c(NCCO)nc3c2c(=O)n(C)c(=O)n3C)c1	-6%	?	1%	6%	-2%	-2%	1%	-3%
CCN(Cc1ccccc1)C(=O)c1nc(-c2cccc(F)c2)n2c1CCCCC2	-16%	/	/	3%	/	-8%	-3%	-3%
COc1ccccc1NC(=O)OCC#CCOC(=O)Nc1ccccc1OC	-6%	/	83%[activator]	-5%	4%	-11%	-28%	-4%
N#Cc1ccc(C(=O)NC2CCCc3ccccc32)cc1 (stereo not given)	-2%	?	25%	4%	3%	-1%	1%	-4%
COc1cc(OC)c2c(c1O)OC(c1ccccc1)CC2=O (stereo not given)	-1%	-1%	?	-4%	-9%	?	-22%	1%
COc1ccc(Br)cc1CNC(=O)C1CCCN(S(C)(=O)=O)C1 (stereo not given)	-2%	7%	7%	1%	5%	-6%	-2%	-2%
CC(=Nc1ccc(C)c(C)c1)C1=C(O)CCC1=O	-1%	?	/	8%	7%	-6%	-6%	15%
CCOC(=O)N1CCN(C(c2cccnc2)c2ccc3cccnc3c2O)CC1 (stereo not given)	-1%	1.6µM*	/	-5%	3%	?	-9%	1%
COc1ccc(C2/C(=C(/O)c3ccccc3)C(=O)C(=O)N2c2ccccn2)cc1OC (stereo not given)	-2%	-6%	10%	-2%	3%	-5%	-4%	2%
COC(=O)CC(c1ccc(C(C)C)cc1)n1cccc1 (stereo not given)	-6%	-13%	20%	?	-3%	-4%	-7%	4%

Reformatted: entries from further up
SMILES | TR SRC2 fluor cs | ALDH1A1 inh | L3MBTL1 block | Tau fibril FP | GLA spleen mod | Tau fibril ThT | Tau fluor counter | TRb SRC2 PPI
COc1cc(OC)c2c(c1O)OC(c1ccccc1)CC2=O (stereo not given) | -1% | -1% | ? | -4% | -9% | ? | -22% | 1%
Cc1cccc(Cn2c(NCCO)nc3c2c(=O)n(C)c(=O)n3C)c1 | -6% | ? | 1% | 6% | -2% | -2% | 1% | -3%
COC(=O)CC(c1ccc(C(C)C)cc1)n1cccc1 (stereo not given) | -6% | -13% | 20% | ? | -3% | -4% | -7% | 4%
N#Cc1ccc(C(=O)NC2CCCc3ccccc32)cc1 (stereo not given) | -2% | ? | 25% | 4% | 3% | -1% | 1% | -4%

(cont.)
SMILES	TR SRC2 fluor cs	ALDH1A1 inh	L3MBTL1 block	Tau fibril FP	GLA spleen mod	Tau fibril ThT	Tau fluor counter	TRb SRC2 PPI
C=CCN1C(=O)CC(C(=O)NC)SC1=Nc1ccc(C(=O)OCC)cc1 (stereo not given)	2%	-15%	5%	7%	9%	-4%	7%	-4%
COc1ccc(C(=O)NN2CC(O)=C(c3nc4ccccc4n3C)C2=N)cc1OC	-18%	-1%	5%	3%	-8%	-3%	1%	1%
Cc1nc(N2CCOCC2)c2nc(-c3ccccc3)n(CC3CCN(C)CC3)c2n1	-3%	?	/	-1%	1%	-8%	-7%	0%
COC(=O)[C@H]1C[C@@H]1[C@H](NC(=O)[C@H]1C[C@@H]1[C@H](NC(=O)OCc1ccccc1)c1ccccc1)c1ccccc1	0%	-1%	-1%	6%	18%	4%	10%	-1%
CC(=O)N1CCc2cc(C(=O)CN3CCN(C(=O)c4ccco4)CC3)ccc21	-2%	11µM*	3%	-9%	1%	?	-7%	-3%
O=C(CCc1ccccc1)Nc1ccc(N2CCCCC2)cc1	-2%	1%	-10%	3%	4%	?	-16%	4%
COCC(=O)Nc1ccc(S(=O)(=O)Nc2ccccn2)cc1	1%	-6%	4%	6%	-12%	5%	9%	1%
O=C(OCc1nnc(-c2ccccc2)o1)c1cc2ccccc2cc1O	-1%	3%	1%	-7%	0%	?	-22%	2%
COc1ccccc1Cn1c(=O)c2ccccc2n2c(SCC(=O)N3CCCCC3)nnc12	1%	?	8%	-2%	-1%	-5%	-5%	-24%
Cc1cccc(NC(=S)N2CCC(N(C)CC3CCCO3)CC2)c1 (stereo not given)	-3%	2%	/	5%	9%	-5%	-4%	-4%
COc1ccc(NC(=O)CSc2nnc(CNC(=O)c3ccco3)n2-c2ccccc2OC)cc1	0%	?	-9%	-7%	16%	-13%	-3%	-6%
